# HEK293 NOD2/NF-kB – NOD2 signaling inhibitors, cell-based, luminescence, uHTS, HEK293 (AID 1566). inhibition, % at 4 µM; hits with a dose series show EC50 in µM. HEK293 NOD2/NF-kB luciferase reporter, luminescence; higher % means a stronger effect. 290,000 compounds, 0.63% hits; further: many of its hits are not listed in these tables
# KOR beta-arrestin-1 – KOR antagonists, beta-arrestin recruitment, cell-based, luminescence, uHTS (AID 1778); one-dose inhibition, % at 10 µM; IC50 in µM for titrated hits; KOR beta-arrestin recruitment, luminescence, antagonist mode; higher % means a stronger effect; 290,000 compounds, 0.091% hits; further: strong numbers were not always called active
# Yfh1-off respiration – mitochondrial function rescue without frataxin homolog – Friedreich's ataxia, plus single-dose screen, dose response (AID 1465). S. cerevisiae Yfh1-off respiration, WST-1 reduction, 72 h; higher fold induction means a stronger effect. fold induction at 50 µM; hits with a dose series show EC50 in µM. 220,000 compounds, 0.074% hits;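 active means fold induction of absorbance versus untreated yeast above a set limit, then at least 30% activation at any dose in follow-up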;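 further: activators that raise dye reduction in frataxin-depleted yeast; strong numbers were not always called active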
# West Nile antiviral – West Nile virus antiviral activity, cell-based, CPE readout (AID 1621); West Nile virus-infected cells, CPE inhibition; higher % means a stronger effect; one-dose CPE inhibition, % at 10 µM; IC50 in µM for titrated hits; 290,000 compounds, 0.02% hits; in the data active means a potency from the dose series; further: strong numbers were not always called active
# NS5 inhibitors – Dengue-2 NS5 methyltransferase inhibitors, primary screen, biochemical, confirmation dose response (AID 588689). inhibition, % at 25 µM; hits with a dose series show IC50 in µM. Dengue-2 NS5 methyltransferase capping enzyme assay, biochemical; higher % means a stronger effect. 340,000 compounds, 0.3% hits; in the data active means a potency from the dose series
# HIV fusion peptide – cell-free HIV fusion peptide-binding blockers – biochemical, uHTS, fluorescence dequenching, primary screen (AID 1986) | cell-free peptide binding, fluorescence dequenching, 30 min; higher % means a stronger effect | inhibition, % at 20 µM, or IC50 in µM where a hit was titrated | 290,000 compounds, 0.3% hits; in the data active means inhibition mostly above about 52%, no sharp cut-off; inactive means mostly below about 76%; further: some results filed as inactive read as strong as hits
# KOR beta-arrestin-2 – KOR agonists, beta-arrestin recruitment, primary screen, cell-based, luminescence, uHTS (AID 1777); 280,000 compounds, 0.02% hits; KOR beta-arrestin recruitment, luminescence; higher % means a stronger effect; activation, % at 10 µM; hits with a dose series show EC50 in µM; in the data active means activation above about 50%, passing the limit was not always enough; further: a part of the inactive calls stands beside numbers as strong as those of hits
# AID2073 – disruptors of CaV2.2 binding to Mint1 – biochemical, HTRF (AID 2073). inhibition, % at 20 µM; hits with a dose series show IC50 in µM. HTRF protein-protein interaction, Mint1-CaV2.2; higher % means a stronger effect. 290,000 compounds, 0.19% hits; in the data active means inhibition mostly above about 51%, no sharp cut-off; further: some results filed as inactive read as strong as hits
# NOD1 NF-kB reporter – NOD1 signaling inhibitors, primary screen, cell-based, luminescence, uHTS (AID 1578); NOD1-driven NF-kB luciferase reporter cells, luminescence; higher % means a stronger effect; one-dose inhibition, % at 4 µM; EC50 in µM for titrated hits; 290,000 compounds, 1% hits; in the data active means inhibition mostly above about 36%, no sharp cut-off; inactive means mostly below about 34%;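 further: HEK-293T reporter cells stimulated with the NOD1 agonist gamma-tri-DAP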
# NS5 inhibitors pilot replicate – also measured in NS5 inhibitors; calls as there; inhibition, %; measured here: pilot screen replicate inhibition
# The depositor's hits bear a star; i = inactive; · = no result given; [ ] = another dose, or the depositor's remark. Unless noted, no stated cut-off is given here; in the data, active means inhibition above about 50%; inactive means the rest.
SMILES,HEK293 NOD2/NF-kB,KOR beta-arrestin-1,Yfh1-off respiration,West Nile antiviral,NS5 inhibitors,HIV fusion peptide,KOR beta-arrestin-2,AID2073,NOD1 NF-kB reporter,others
COC(=O)[C@H](Cc1ccccc1)NC(=O)NCc1ccccc1,6%,1%,i,-0.1%,-3%,-0.6%,3.1%,5%,-1%,
O=C(Nc1ccccc1)C1=C[C@@H](C2CCCCC2)C[C@@H](OCc2ccc(CO)cc2)O1,-64%,-17%,i,-0.1%,-6%,2.3%,-0.9%,0%,-1%,
CCCC(=O)Nc1ccc(NC(=O)c2cccc(OC)c2)nc1,-28%,18%,i,0.2%,-4%,1.0%,2.4%,6%,-20%,
N#Cc1ccsc1NC(=O)COC(=O)c1cc(Br)ccc1O,14%,27%,i,0.1%,-5%,4.4%,2.0%,19%,-4%,
CCN(c1ccccc1)P(=O)(Nc1ccccc1)Nc1ccccc1,1%,14%,i,0.0%,9%,0.2%,0.5%,-4%,-5%,
CCOC(=O)C1=C(C)NC(=O)NC1c1ccc(OCC(=O)Nc2ccccc2)c(OC)c1 (configuration not stated),4%,23%,i,-0.1%,2%,-2.3%,-3.7%,8%,-23%,
COc1ccc(S(=O)(=O)O)cc1P(=O)(c1ccccc1)c1ccccc1,3%,37%,·,-0.3%,-1%,-0.6%,-4.8%,6%,-2%,
COc1cc(C)nc(Oc2ccc(OCc3ccccc3)nn2)n1,14%,-28%,i,0.3%,-1%,-1.4%,-4.3%,1%,6%,
CCN(Cc1ccccc1)C(=O)CC(=O)N(CC)Cc1ccccc1,9%,-31%,·,0.4%,-4%,-0.4%,-0.3%,1%,-18%,
COCCNC(=O)CN1CCC(NC(=O)Nc2ccccc2)CC1,-3%,-28%,i,0.6%,-4%,-1.0%,1.9%,-3%,-15%,NS5 inhibitors pilot replicate=-0.9
Cc1ccc(C(=O)N/C(=C/c2ccco2)C(=O)NCCc2c[nH]c3ccccc23)cc1,0%,-34%,i,-0.8%,-2%,14%,2.0%,4%,-20%,
CC1CCCN(C(=O)C(Cc2ccccc2)n2cccc2)C1 (configuration not stated),11%,14%,i,-0.3%,-4%,2.8%,0.1%,0%,14%,
COC(=O)c1cc(-c2ccc(OC)cc2F)nc2nc(SC)[nH]c(=O)c12,20%,-24%,·,-0.1%,-7%,1.8%,1.4%,25%,-19%,
COc1cccc(CN2CCC(N(CCc3ccccc3)Cc3ccccc3)CC2)c1OC,-50%,-29%,i,-2.2%,-3%,-1.4%,-0.1%,-3%,-42%,
CC(c1ccccc1)N1C(=O)/C(=C/c2ccncc2)SC1=S (configuration not stated),-23%,-32%,i,0.4%,-6%,-2.1%,-0.3%,-16%,0%,
COC(=O)c1ccc(C2N=C(c3cccs3)CC(c3ccccc3O)N2)cc1 (configuration not stated),6%,-9%,i,-0.2%,-9%,4.8%,-0.9%,28%,-11%,
Cc1nn(CCC#N)c2nc(C(F)(F)F)[nH]c(=O)c12,-1%,-20%,i,0.1%,-2%,6.1%,3.7%,6%,-10%,
CC1CC(C)CN(S(=O)(=O)c2ccc3c(c2)CCN3C(=O)C2CC2)C1 (configuration not stated),5%,-4%,·,-0.1%,-1%,-0.7%,11%,9%,10%,
CC(C)(C)OC(=O)NCc1nc(N)n[nH]1,10%,16%,i,0.4%,-2%,-0.1%,-4.8%,0%,-7%,
COc1ccc(Cl)cc1NC(=O)NCc1ccccn1,39%,-1%,·,-0.3%,-6%,-2.3%,11%,9%,1%,
CCN1CCN(Cc2ccc(NC(=O)c3ccc(C)c(NC(=O)c4cc(-c5ccc(Br)cc5)n[nH]4)c3)cc2C(F)(F)F)CC1,23%,23%,i,-1.6%,1%,-1.3%,·,13%,-4%,
COCCCNC(=O)c1ccc2c(=O)n(C3CCCC3)c(=S)[nH]c2c1,10%,2%,i,-1.0%,-11%,-3.7%,3.8%,-43%,-8%,NS5 inhibitors pilot replicate=2.1
COc1ccc(OC)c2c(C)cc(C)nc12,-2%,38%,i,-0.3%,-3%,-1.2%,-2.1%,0%,-15%,
Cn1/c(=N/NC(=O)c2ccccc2Br)sc2ccccc21,-13%,14%,i,0.4%,-2%,-1.1%,-4.6%,0%,-40%,
COc1cc(NC(=O)Cn2nc(Cc3cccnc3)c3ccccc3c2=O)cc(OC)c1OC,3%,-19%,i,0.3%,1%,1.5%,2.3%,-8%,-9%,
Cc1onc(-c2c(F)cccc2Cl)c1C(=O)N1C=CC(C(F)(F)F)=NCC1,14%,-15%,i,1.2%,3%,1.2%,1.2%,4%,2%,
Cc1cc(NC(=O)CC#N)n(-c2nc3ccccc3[nH]2)n1,23%,4%,i,0.0%,-4%,7.6%,0.0%,23%,-1%,
Cc1nc(-c2ccc(F)cc2)c(CC(=O)N2CCN(S(=O)(=O)c3ccc(F)cc3)CC2)s1,-1%,-12%,·,-1.2%,-6%,-0.6%,-2.0%,-4%,-12%,
CCOc1cc(/C=N/NS(=O)(=O)c2ccc(OC)cc2)ccc1OCCN1CCOCC1,23%,14%,i,0.3%,-3%,2.3%,-1.4%,-7%,-3%,
CN(CC(=O)Nc1ncn[nH]1)S(=O)(=O)c1ccc(Br)cc1,7%,15%,·,0.3%,2%,-1.0%,-3.4%,-15%,0%,
C#CCOCCOCCOCCNc1nc(N2CCN(C(=O)Cn3cc(CCCN=C(N)N)nn3)CC2)nc(N2CCN(C(=O)[C@H]([C@@H](C)CC)n3cc(CCC(=O)O)nn3)CC2)n1,2%,-4%,i,0.2%,-2%,-0.7%,-1.2%,23%,-37%,
O=C(O)/C=C\C(=O)Nc1ccccc1C#Cc1ccc(Br)cc1,-15%,-9%,i,2.1%,-1%,1.6%,1.0%,1%,-27%,
COc1ccc(/C=N/NC(=O)c2[nH]c3ccc(Cl)cc3c2-c2ccccc2)c(C(=O)O)c1OC,22%,-15%,·,-1.9%,8%,38%,-5.4%,14%,1%,
Cc1nnc(SCC(=O)Nc2cc(-c3cc(C)c(C)cc3C)nn2-c2ccccc2)s1,20%,12%,i,-0.5%,-3%,1.4%,1.5%,0%,3%,
COc1ccc(/C=C2/CCc3ccccc3C2=O)cc1CN1CCOCC1,-2%,-9%,i,-1.6%,2%,1.9%,1.6%,4%,-14%,
FC(F)(F)c1ccc(NC(=S)NC2CCCCC2)cc1,-21%,-55%,i,-2.1%,-3%,2.6%,0.8%,3%,-41%,
CC(NC(=S)Nc1c(Br)cccc1OC(F)F)C(C)(C)C (configuration not stated),-9%,-12%,i,1.1%,-7%,2.7%,9.8%,-1%,-14%,
CNC(=O)c1cc2ccccc2o1,-6%,21%,i,0.1%,0%,-0.5%,-6.4%,1%,-52%,
Cc1ccc(N2CC(C(N)=O)CC2=O)cc1 (configuration not stated),-1%,29%,i,1.2%,4%,0.5%,-1.1%,-1%,-22%,
CC(C)CCn1c(Br)nc2c1c(=O)n(CC(N)=O)c(=O)n2C,7%,-10%,i,0.1%,-2%,-2.6%,-2.4%,-6%,-2%,

# 4 entries already listed, ordered by number of heavy atoms, low to high.
SMILES,HEK293 NOD2/NF-kB,KOR beta-arrestin-1,Yfh1-off respiration,West Nile antiviral,NS5 inhibitors,HIV fusion peptide,KOR beta-arrestin-2,AID2073,NOD1 NF-kB reporter,others
CC(C)(C)OC(=O)NCc1nc(N)n[nH]1,10%,16%,i,0.4%,-2%,-0.1%,-4.8%,0%,-7%,
Cc1ccc(N2CC(C(N)=O)CC2=O)cc1 (configuration not stated),-1%,29%,i,1.2%,4%,0.5%,-1.1%,-1%,-22%,
CC1CC(C)CN(S(=O)(=O)c2ccc3c(c2)CCN3C(=O)C2CC2)C1 (configuration not stated),5%,-4%,·,-0.1%,-1%,-0.7%,11%,9%,10%,
Cc1nc(-c2ccc(F)cc2)c(CC(=O)N2CCN(S(=O)(=O)c3ccc(F)cc3)CC2)s1,-1%,-12%,·,-1.2%,-6%,-0.6%,-2.0%,-4%,-12%,

# (cont.)
SMILES,HEK293 NOD2/NF-kB,KOR beta-arrestin-1,Yfh1-off respiration,West Nile antiviral,NS5 inhibitors,HIV fusion peptide,KOR beta-arrestin-2,AID2073,NOD1 NF-kB reporter,others
CNS(=O)(=O)c1cccc(C(=O)OCC(=O)c2cc3ccccc3o2)c1,23%,27%,i,0.6%,-15%,2.5%,-9.9%,12%,-19%,
O=C(CSc1nc2ccccc2c(=O)n1-c1ccccc1Cl)Nc1cccc(S(=O)(=O)N2CCOCC2)c1,24%,-3%,i,-0.1%,-3%,-0.2%,-1.2%,37%,14%,
CCn1ccnc1CN(C)Cc1nc(-c2ccc3c(c2)OCO3)no1,-37%,-9%,i,-0.9%,2%,0.4%,·,5%,-29%,
Cc1ccc(C)c(N2CCN(C(=O)CCS(=O)(=O)c3ccc4c(c3)CCN4C(=O)C3CC3)CC2)c1,18%,-38%,·,2.1%,0%,-1.2%,-3.5%,4%,-13%,
COC(=O)C1=C(C)NC(=O)NC1c1cccc(OC)c1OCc1ccccc1 (configuration not stated),13%,-10%,·,·,-3%,-0.9%,1.1%,2%,-7%,
O=C(CN(C(=O)c1csnn1)c1cccc(Cl)c1)NC1CCCC1,11%,24%,·,0.1%,-2%,-0.2%,-2.1%,-4%,-22%,
O=C(O)Cn1nc(-c2ccccc2)cc1-c1ccccc1,9%,-30%[20 µM],·,0.2%,5%,2.9%,-3.4%,6%,-11%,
Cn1nc(-c2ccc(Cl)cc2)cc1NC(=O)Nc1ccccc1,-22%,-5%,i,-0.2%,-6%,0.2%,3.2%,3%,-1%,
CC(C)(C)c1ccc(/C=N/NC(=O)C(=O)NCCCN2CCOCC2)cc1,13%,-7%,i,0.5%,-6%,-1.8%,16%,-1%,1%,
O=C(Nc1cccc2c1C(=O)NC2=O)c1ccc(N2C(=O)CCC2=O)cc1,3%,6%,i,0.4%,-5%,-0.7%,-4.4%,12%,-18%,
CCC(CC)C(=O)NCCc1cc2ccc(C)cc2[nH]c1=O,10%,23%,i,-0.1%,-1%,-1.8%,-4.3%,5%,-4%,
COc1ccc(C(C(=O)NC2CCCC2)N(Cc2cccnc2)C(=O)c2snc(C(N)=O)c2N)cc1 (configuration not stated),24%,-13%,·,-0.3%,-7%,3.4%,5.8%,6%,-8%,
CN(Cc1ccccc1)S(=O)(=O)c1ccc(NC(=S)NC(=O)C(C)(C)C)cc1,17%,25%,i,-0.9%,3%,-0.4%,1.5%,-9%,-8%,
O=C(NNC(=S)NCc1ccccc1)c1ccc(Br)cc1,15%,-2%,·,0.2%,-21%,2.5%,-3.8%,-20%,-18%,
O=C(Cc1ccccc1)Nc1ccc(N2CCOCC2)cc1,-7%,-40%[20 µM],i,0.1%,-4%,-0.7%,-12%,0%,-16%,
CC(C)OC(=O)[C@H]1[C@H](c2ccc(Cl)cc2)[C@@](C#N)(C(N)=O)[C@@H]2C=CC(C(N)=O)=CN21,-4%,0%,i,1.5%,16%,9.4%,-0.5%,5%,·,
CC(=O)N1CCN(CC(=O)Nc2cc([N+](=O)[O-])ccc2Cl)CC1,14%,-5%,i,0.6%,1%,-0.4%,7.6%,-2%,-7%,
O=C(Cn1c(O)c(N=NC(=O)c2ccncc2)c2ccccc21)Nc1ccccc1,-1%,-26%,i,0.2%,·,-2.4%,6.9%,33%,-7%,
COc1cccc(N2C(N)=NC(N)=NC2(C)C)c1,13%,-23%,i,0.4%,-6%,-1.2%,4.8%,1%,3%,
CC(C)CNS(=O)(=O)c1ccc(CCC(=O)NCc2cccnc2)cc1,-10%,29%,i,-0.3%,0%,5.9%,2.7%,18%,-28%,

# This is a subset; count on the stated rates, not on these rows.
